Screening results deposited in PubChem BioAssay by University of Kansas High Throughput Screening Laboratory.
Pf apPOL block – Pf-apPOL inhibitors, biochemical, fluorescence | Plasmodium falciparum apicoplast DNA polymerase (apPOL) | inhibition, % at 10 µM | 210,000 compounds, 0.25% hits | Recombinant Pf-apPOL, molecular beacon fluorescence, 1.5 h
mHTT-CaM PPI inh – mutant huntingtin-calmodulin interaction inhibitors – biochemical, AlphaScreen, primary screen; P42858; inhibition, % at 15 µM; AlphaScreen His-mHTT/GST-CaM binding, luminescence; 190,000 compounds, 3.6% hits;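 note: 0% = both proteins with DMSO and 100% = one protein alone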
* hit, by the source's call; i = inactive; . = not tested or not shown; & = joins results of further samples. Cut-off read from the data, not from the text of the source: active = inhibition above about 50%; inactive = the rest.

SMILES | Pf apPOL block | mHTT-CaM PPI inh
CCCN(C)Cc1nc2nc(C)cc(N3CCCCC3)n2n1 | -6 | 7
Cc1cc(C)n2ncc(C(=O)O)c2n1 | -7 | -2
O=C(Cc1cc(-c2ccccc2)on1)NCCN1CCOCC1 | -5 | -10
COc1ccc(/C=N/OCc2cccc(Br)c2)cc1OC | -1 | i
O=C(CN1CCN(S(=O)(=O)c2cccc([N+](=O)[O-])c2)CC1)Nc1ccc2c(c1)OCO2 | -6 | 23
O=c1[nH]cnc2sc3c(c12)CCCC3 | -8 | 0
O=C(c1cc(-c2ccc(F)cc2)c[nH]1)N1CCc2ccccc21 | -5 | -8
CCC(C)n1c(=N)c(C(=O)NC2CCCC2)cc2c(=O)n3cccc(C)c3nc21 (stereo not drawn) | -6 | -6
Cn1nc(-c2nc(-c3cccc(F)c3)no2)c2c1CCN(C(=O)CCc1ccccc1)C2 | -4 | -7
CC(C)(C)NC(=O)c1cc(N)cc(N)c1 | 2 | 8
N#CCNC(=O)CSc1nc(SCC(=O)NCC#N)nc(SCC(=O)NCC#N)n1 | . | -5
COc1ccc(C2CC(c3ccc(SC)cc3)n3nnnc3N2)cc1 (stereo not drawn) | -1 | 22
O=[N+]([O-])c1cccc(-c2csc(N=Nc3c(O)[nH]c4ccc(Br)cc34)n2)c1 | 1 | .
CC1(C)N=C(N)N=C(N)N1c1c(Cl)cccc1Cl | 11 | .
O=S(=O)(c1ccccc1)N1CCC(c2nc(-c3ccc(C(F)(F)F)cc3)no2)CC1 | -2 | 3
COc1cccc(C2CC(c3ccccc3)Nc3ncnn32)c1 (stereo not drawn) | 2 | 8
COc1ccc(CNc2ccccn2)cc1OC | -4 | 4
CC(C)CNC(=O)C1CCN(Cc2ccc(OCc3ccccc3)cc2)CC1 | -10 | 1
O=C(NCC1CCCO1)c1cc(Sc2cccc(Cl)c2)nc2ccccc12 (stereo not drawn) | -11 | -6
CCn1c2ccccc2c2nnc(SCC(=O)Nc3ccc([N+](=O)[O-])cc3)nc21 | 5 | 4
Cn1cc(-c2nc(C(=O)NCc3ccccc3C(F)(F)F)cs2)c2cccnc21 | -1 | -10
CCn1cc(-c2ccncc2)cc1C(=O)N1CCOCC1 | 2 | -2
Cc1ccccc1OCC(=O)N1CCN(c2nc3ccncc3n(C)c2=O)CC1 | 1 | 10
Cc1ccc(S(=O)(=O)Nc2ccc(CCc3nc4ccccc4o3)cc2)cc1 | 2 | 9
CC(=O)c1cccc(NC(=O)Cn2cc3c(n2)CCC(C)C3)c1 (stereo not drawn) | 0 | -2
CC1(C(=O)NCc2cccc(F)c2)CCCN(C(=O)c2ccc(F)cc2)C1 (stereo not drawn) | 3 | -1
CCCc1sc(N)nc1-c1ccc(C)c(C)c1 | -5 | 25
CCCCc1c(C)sc2nc(C)n3nnnc3c12 | -2 | -4
COc1ccc(OC)c(CN2C(=O)CCC2(C)C(=O)NC2CCCC2)c1 (stereo not drawn) | -6 | 1
COc1ccc2c(c1)nc(SCC(C)O)n2C (stereo not drawn) | 3 | 4
Cc1ccccc1-c1noc(C2CCCN2C(=O)NCCc2ccccc2)n1 (stereo not drawn) | -2 | -2
COc1cccc(OC)c1OCCNCC1CSc2ccccc2O1 (stereo not drawn) | 0 | .
O=C(COc1ccc(Cl)cc1Cl)Nc1c2c(nn1-c1ccc([N+](=O)[O-])cc1)CSC2 | -4 | 1
C=CCNC(=O)c1c[nH]c2ccc(S(=O)(=O)N(C)c3ccccc3C)cc2c1=O | -11 | 35
COc1ccccc1C1CN(C(=O)c2cccs2)CC1C(=O)N1CCOCC1 (stereo not drawn) | -3 | 4
COc1ccc(S(=O)(=O)NC(Cc2ccc(Cl)cc2)C(=O)O)cc1 (stereo not drawn) | -21 | 0
COc1ccc(OCC(=O)NCCC2CCN(C(=O)c3ccccc3)CC2)cc1 | -3 | 48
CCC(=O)NC(c1ccccc1)c1ccc2cccnc2c1O (stereo not drawn) | 0 | 100*
O=C1[C@H](Cc2ccccc2)NC/C=C\C[C@H](c2ccc(Cl)cc2)N1Cc1ccccc1 | -1 | 82*
O=C(NCC1(c2cccs2)CCOCC1)c1ccccc1F | -3 | -9
COc1ccc(CCC(C)Nc2ccc(OC)cc2OC)cc1 (stereo not drawn) | 0 | 85*
COc1ccccc1NC(=O)N1CCc2ccccc21 | -9 | -3
COc1ccc(C2(CNS(=O)(=O)c3c(C)n[nH]c3C)CCCC2)cc1 | 2 | -4
Nc1cc(C2CCN(S(=O)(=O)Cc3cccc(F)c3)CC2)no1 | -3 | 1
COc1ccc(CCNC(=O)c2sc3nc(C)[nH]c(=O)c3c2C)cc1OC | -1 | -3
O=C(c1ccccc1)c1ccc2nc(-c3ccc4ccccc4n3)[nH]c2c1 | -6 | 10
CSc1nnc(-c2cc(Br)ccc2NC(C)=O)c(=O)[nH]1 | 0&-7 | -1&4
COC(=O)C1=C(OC)C(=O)OC12C=CC(=O)C=C2 | . | -2

Some of these compounds in order of count of non-hydrogen atoms, highest first:
SMILES | Pf apPOL block | mHTT-CaM PPI inh
Cn1nc(-c2nc(-c3cccc(F)c3)no2)c2c1CCN(C(=O)CCc1ccccc1)C2 | -4 | -7
O=C1[C@H](Cc2ccccc2)NC/C=C\C[C@H](c2ccc(Cl)cc2)N1Cc1ccccc1 | -1 | 82*
O=S(=O)(c1ccccc1)N1CCC(c2nc(-c3ccc(C(F)(F)F)cc3)no2)CC1 | -2 | 3
CCC(C)n1c(=N)c(C(=O)NC2CCCC2)cc2c(=O)n3cccc(C)c3nc21 (stereo not drawn) | -6 | -6
COc1ccccc1C1CN(C(=O)c2cccs2)CC1C(=O)N1CCOCC1 (stereo not drawn) | -3 | 4
O=[N+]([O-])c1cccc(-c2csc(N=Nc3c(O)[nH]c4ccc(Br)cc34)n2)c1 | 1 | .
COc1ccc(OC)c(CN2C(=O)CCC2(C)C(=O)NC2CCCC2)c1 (stereo not drawn) | -6 | 1
COc1ccc(C2(CNS(=O)(=O)c3c(C)n[nH]c3C)CCCC2)cc1 | 2 | -4
COc1ccc(S(=O)(=O)NC(Cc2ccc(Cl)cc2)C(=O)O)cc1 (stereo not drawn) | -21 | 0
COc1cccc(C2CC(c3ccccc3)Nc3ncnn32)c1 (stereo not drawn) | 2 | 8
CCCN(C)Cc1nc2nc(C)cc(N3CCCCC3)n2n1 | -6 | 7
CCn1cc(-c2ccncc2)cc1C(=O)N1CCOCC1 | 2 | -2
COc1ccccc1NC(=O)N1CCc2ccccc21 | -9 | -3
COC(=O)C1=C(OC)C(=O)OC12C=CC(=O)C=C2 | . | -2
COc1ccc2c(c1)nc(SCC(C)O)n2C (stereo not drawn) | 3 | 4
CC(C)(C)NC(=O)c1cc(N)cc(N)c1 | 2 | 8
O=c1[nH]cnc2sc3c(c12)CCCC3 | -8 | 0

The results go on:
SMILES | Pf apPOL block | mHTT-CaM PPI inh
C=CCNC(=O)c1ccc2[nH]c(C)c(C)c2c1 | -4 | 7
CCc1ccc(-n2c(CN3CCN(C(=O)NC(C)CC)CC3)nc3cccnc32)cc1 (stereo not drawn) | 0 | 12
COc1ccc(OC)c(N=Cc2c(O)cc(C)c(Cl)c2C)c1 | -6 | 7
Cc1cc(C(=O)N(CCN(C)C)c2nc3c(Cl)cccc3s2)no1 | 1 | -16
CC(=O)OC[C@H]1O[C@@H](c2nn[nH]n2)[C@@H](OC(C)=O)[C@H](OC(C)=O)[C@H]1OC(C)=O | 10 | .
CC1=C(C(=O)Nc2cccc(C(F)(F)F)c2)C(c2sccc2C)C2=C(CC(C)(C)CC2=O)N1 (stereo not drawn) | -2 | 29
O=C(NCc1cccc(C(F)(F)F)c1)C1CCN(c2nccc3sccc23)CC1 | -2 | 3
O=C(NCc1cccs1)NCC(O)c1cccs1 (stereo not drawn) | -2 | -4
O=C(NCc1cccs1)C1CCCN(c2nnc3ccccn23)C1 (stereo not drawn) | -1 | 7
COc1ccc(OC)c(C2CC(c3ccc(C)cc3)Nc3nnnn32)c1 (stereo not drawn) | 0 | 6
CCC(Sc1nnc(N)s1)C(=O)Nc1ccc(Br)cc1 (stereo not drawn) | -1 | 2
COc1ccccc1Nc1nc(-c2cccnc2)cs1 | -2&-2 | 25&18
Cc1cccc(-c2nc3ccccc3c(=O)[nH]2)c1 | -1 | -3
Nc1nonc1-c1nc2ccccc2n1CC(=O)Nc1ccc(OC(F)(F)F)cc1 | 0 | 12
Cc1ccc(CNC(=O)Cn2cccc2-c2nnc(C3CCC3)o2)cc1 | 0 | -4
CCOC(=O)C(C)Oc1ccc2c(c1)OC(=Cc1cc(OC)c(OC)cc1OC)C2=O (stereo not drawn) | -3 | -16
CCOc1ccc(-c2ccc3nnc(SCC(=O)Nc4cc(C)on4)n3n2)cc1 | 0 | -17
Cc1cccc(NC(=O)CSc2nc3nc(C)cc(C)c3c(=O)[nH]2)c1 | -7 | -4
Cc1ccccc1CN1CCCN(c2ncccc2-c2nc(C(C)C)no2)CC1 | -2 | -66
CCC(=O)N1CCc2cc(N3CC(C(=O)NCC(C)C)CC3=O)ccc21 (stereo not drawn) | -5 | -8
O=C1NN(c2ccccc2)C(=O)/C1=C/c1cccc(Br)c1 | -3 | 54*
O=C(c1ccncc1)N1CCC(c2cc(-c3ccc(F)cc3)n[nH]2)CC1 | -4 | -1
CCOc1cccc(N2CCN(C(=O)c3ccccc3C)C(C)C2=O)c1 (stereo not drawn) | -1 | 4
Cn1c(=O)c2nc(-c3nc4ccccc4[nH]3)c(N)nc2n(C)c1=O | 9 | 3
O=C(NCCc1ccccc1)c1nn2c(c1Cl)NC(c1ccco1)CC2C(F)(F)F (stereo not drawn) | -2 | 14
CC1=CC(=O)C=C(C)C1=NOC(=O)c1ccc([N+](=O)[O-])cc1[N+](=O)[O-] | -2 | 10
CC(C)C(=O)NCCc1csc(C2CCCN(C(=O)c3ccc(Cl)cc3)C2)n1 (stereo not drawn) | -3 | 6
CC1(C)Cc2cccc(C(=O)Nc3ccc(-c4csnn4)cc3)c2O1 | 17 | .
COc1cccc2cc(C(N)=O)c(=Nc3ccc(F)cc3)oc12 | 5 | -3
O=S(=O)(c1ccccc1)c1ccc(-c2nnc(-c3ccccc3Cl)o2)cc1 | -1 | -6
COc1cc(C(=O)N2CCC(CC(=O)NC(C)c3ccccc3)CC2)cc(OC)c1OC (stereo not drawn) | -4 | 5
O=C1CC(N2CCN(C3CC(=O)N(c4ccc(F)cc4)C3=O)CC2)C(=O)N1c1ccc(F)cc1 (stereo not drawn) | -6 | -3
CN(C)CCN(Cc1ccccc1)Cc1ccc(Br)cc1 | 8 | 8
Cc1ccc(F)c([C@H]2[C@H]3C=CC[C@@H](C)[C@@H]3C(=O)N2Cc2ccccc2)c1 | -5 | 10
O=C(c1ccccc1)N1CCCC(C(=O)N2CCCC2)C1 (stereo not drawn) | -2 | -7
COC(=O)c1ccc(N2C(c3cc(OC)cc(OC)c3)=Cc3ccc(-c4cnc(OC)nc4)cc3C2CC(=O)C2CC2)cc1 (stereo not drawn) | -4 | -74

Whole records, looked up by structure. Order of values: Pf apPOL block, mHTT-CaM PPI inh
`COc1ccccc1NC(=O)N1CCc2ccccc21` in the list: -9, -3
`O=C(c1ccccc1)N1CCCC(C(=O)N2CCCC2)C1` (stereo not drawn) in the list: -2, -7
`O=S(=O)(c1ccccc1)N1CCC(c2nc(-c3ccc(C(F)(F)F)cc3)no2)CC1` in the list: -2, 3

Continued.
SMILES | Pf apPOL block | mHTT-CaM PPI inh
COc1ccc(Cl)cc1NC(=O)c1cc(S(=O)(=O)NCc2ccc(C)cc2)ccc1F | 38 | 2
COc1ccccc1C=Nc1c(C)n(C)n(-c2ccccc2)c1=O | -3 | -2
OCCNCC12CC3CC(CC(C3)C1)C2 | . | -2
COc1ccc(C(=O)NC(Oc2ccccc2)C(Cl)(Cl)Cl)cc1 (stereo not drawn) | 3 | 1
COc1cccc(-c2cn3c(n2)N(C(=O)c2cccs2)CCC3)c1 | -1 | 26
O=C(OC1CCCCc2cccnc21)c1ccc(Cl)cc1 (stereo not drawn) | -2 | .
O=C(Nc1cccc(C(=O)N2CCCC2)c1)C1CCCCC1 | 2 | -3
COc1ccc(C2CC(=O)Nc3n[nH]c(-c4ccc(Cl)cc4)c32)cc1OC (stereo not drawn) | -1 | 5
Cc1cc(C)c(S(=O)(=O)Nc2ccc(Cl)cn2)c(C)c1 | 1 | -2
Nc1cc(C2CCN(C(=O)c3ccc4c(c3)OCO4)CC2)no1 | 3 | 0
COc1ccc(-n2ccn3cc(-c4ccc(C)c(C)c4)nc3c2=O)cc1 | -1 | -3
COc1ccc(C2CC(=O)C3=C(C2)Nc2ncnn2C3c2cccc(F)c2)cc1 (stereo not drawn) | -2 | -3
CN1C(=O)C2C(N=CN2CCCO)N(C)C1=O (stereo not drawn) | . | -4
O=C(NCCc1ccccc1)c1cccn2c(=O)c3ccc(Cl)cc3nc12 | -4 | 16
COc1ccc(NC(=O)c2oc3ccc(S(=O)(=O)N4CCCC4)cc3c2C)c(OC)c1 | -8 | 13
CC1=C(C(=O)Nc2cccc(F)c2)C(c2cccnc2)C2=C(CC(C)(C)CC2=O)N1 (stereo not drawn) | -3&1 | 0&-3
Fc1cc(Br)c(F)cc1Br | -7 | .
COc1cc(C(=O)N2CCC(CC(=O)NCCc3ccco3)CC2)cc(OC)c1OC | -5 | 3
Cc1c(NC(=O)c2cccs2)cccc1[N+](=O)[O-] | 5 | 2
CC(C(=O)NCCN1CCOCC1)C1CCN(S(=O)(=O)c2cccs2)CC1 (stereo not drawn) | 2 | 0
